# ELG1 genotox = inducers of genotoxicity in HEK293T ELG1-luciferase cells; 330,000 compounds, 1.3% hits; AID 504466; Potency, µM (series often up to 46 µM), without a hit: at the highest dose activity change, positive = activation, most hits filed as activators; HEK293T ELG1-luciferase reporter, luminescence, 16 h; further: potency means the concentration at half of the fitted maximal effect; % of control where 0% means no effect; nearly all actives have a fitted effect of over 60% in size
#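 Cells (2,000/well) expressing the ELG1-luciferase fusion are dosed by pin tool and kept 16 hr at 37 °C, 5% CO2. Signal comes from ONE-Glo luciferase reagent after 30 min at room temperature.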
# Rab9 prom act = activators of Rab9 promoter | 320,000 compounds, 2.8% hits | Potency, µM (doses to about 9.22 µM), without a hit: at the highest dose activation, negative = inhibition, most hits filed as activators | Huh7 Rab9 promoter-luciferase reporter, luminescence, 24 h; further: potency means the concentration at half of the fitted maximal effect; % of control where 0% means no effect; nearly all actives have a fitted effect of over 60% in size
#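 Rab9 promoter-driven luciferase in stably transfected Huh7 cells; 1500 cells/well rested 2 h, exposed to compound in DMSO for 24 h at 37 °C, 5% CO2. Luminescence read 10 min after adding luciferase reagent at ambient temperature.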
# VP16 counter = Gal4-VP16 reporter inhibition counter-screen; Drosophila S2 Gal4-VP16 UAS-luciferase, luminescence, 20 h; AID 2546; 310,000 compounds, 3.5% hits; Potency, µM (doses to about 53.6 µM), for inactives: at the top dose activity, negative = inhibition, usual class: inhibitors;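 further: Gal4-VP16 expression switched on by copper sulfate through the metallothionein promoter; potency means the concentration at half of the fitted maximal effect; on the % scale 0 is the no-effect control and ±100 the full control effect; nearly all actives have a fitted effect of over 50% in size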
# NPC1 promoter act = activators of NPC1 promoter. 320,000 compounds, 2.4% hits. Huh7 NPC1 promoter luciferase reporter, 24 h. AID 485313. Potency, µM (doses to about 9.22 µM), for the others: at the highest dose activation, hits mostly activators;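 further: potency means the concentration at half of the fitted maximal effect; % of control where 0% means no effect; nearly all actives have a fitted effect of over 60% in size; reporter is driven by a mutant NPC1 promoter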
#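 Huh7 cells stably carrying NPC1 promoter–luciferase, plated in Opti-MEM with 10% FBS for 2 h, were exposed to compound in DMSO for 24 h at 37 °C; luciferase reagent was added for 10 min and luminescence read.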
# FLuc counter = inhibits or activates purified firefly luciferase, miR-21 counter-screen | Potency, µM (doses to about 57.5 µM), for inactives: at the highest dose activity change, negative = inhibition, hits mostly inhibitors | purified FLuc, Km substrates, luminescence inhibition | 360,000 compounds, 6.9% hits;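 further: potency means the concentration at half of the fitted maximal effect; plate controls were vehicle for no effect and reference inhibitor for full effect; nearly all actives have a fitted effect of over 55% in size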
# Target sequence (P08659 whole entry, looked up): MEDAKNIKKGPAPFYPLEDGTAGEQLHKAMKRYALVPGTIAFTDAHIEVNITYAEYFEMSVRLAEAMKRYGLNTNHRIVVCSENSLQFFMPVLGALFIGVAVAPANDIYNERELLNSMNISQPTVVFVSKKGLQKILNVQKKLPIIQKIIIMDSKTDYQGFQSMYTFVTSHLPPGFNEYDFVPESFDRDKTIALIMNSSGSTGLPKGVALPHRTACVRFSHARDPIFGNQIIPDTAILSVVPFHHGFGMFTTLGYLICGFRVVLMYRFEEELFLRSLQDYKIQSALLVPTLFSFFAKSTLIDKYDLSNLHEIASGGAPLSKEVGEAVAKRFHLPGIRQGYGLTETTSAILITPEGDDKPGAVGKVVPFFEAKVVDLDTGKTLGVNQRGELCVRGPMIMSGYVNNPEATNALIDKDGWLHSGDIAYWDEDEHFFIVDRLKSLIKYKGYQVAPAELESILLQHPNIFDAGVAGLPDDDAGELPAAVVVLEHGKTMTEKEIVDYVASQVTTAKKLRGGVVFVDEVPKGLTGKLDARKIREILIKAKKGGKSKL
#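 Purified P. pyralis luciferase, 10 nM final, with Km-level 10 uM D-luciferin and 10 uM ATP in 50 mM Tris acetate pH 7.5, 10 mM Mg acetate, 0.01% Tween-20, 0.05% BSA; 6-point qHTS titration about 60 µM downward; luminescence read.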
# p53 reactivation = mutant p53 re-activation in reporter cells; AID 504706; 320,000 compounds, 0.063% hits; H1299 p53-A138V BP100-luciferase reporter, luminescence, 24 h; Potency, µM (top dose mostly 92.2 µM), without a hit: top-dose activity change, positive = activation, actives largely listed as activators; further: potency means the concentration at half of the fitted maximal effect; % of control where 0% means no effect; nearly all actives have a fitted effect of over 45% in size
#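 H1299 (p53-null), stable ts p53-A138V + BP100-Luc; 1000 cells/well, Opti-MEM/10% FBS; cpd 4 pt, 1:5; 24 h, 37 deg C, 5% CO2; detection reagent 10 min RT; luminescence.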
# Tb PFK inh = blocks T. brucei phosphofructokinase; Potency, µM (titrated, usually from 57.5 µM), for inactives: at the highest dose activity, negative = inhibition, usual class: inhibitors; T. brucei PFK, ADP-Glo luminescence; 330,000 compounds, 0.17% hits; O15648;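 further: potency means the concentration at half of the fitted maximal effect; 0% = uninhibited 1x PFK enzyme wells and -100% = no-enzyme wells; nearly all actives have a fitted effect of over 60% in size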
# Target sequence (O15648 whole entry, looked up): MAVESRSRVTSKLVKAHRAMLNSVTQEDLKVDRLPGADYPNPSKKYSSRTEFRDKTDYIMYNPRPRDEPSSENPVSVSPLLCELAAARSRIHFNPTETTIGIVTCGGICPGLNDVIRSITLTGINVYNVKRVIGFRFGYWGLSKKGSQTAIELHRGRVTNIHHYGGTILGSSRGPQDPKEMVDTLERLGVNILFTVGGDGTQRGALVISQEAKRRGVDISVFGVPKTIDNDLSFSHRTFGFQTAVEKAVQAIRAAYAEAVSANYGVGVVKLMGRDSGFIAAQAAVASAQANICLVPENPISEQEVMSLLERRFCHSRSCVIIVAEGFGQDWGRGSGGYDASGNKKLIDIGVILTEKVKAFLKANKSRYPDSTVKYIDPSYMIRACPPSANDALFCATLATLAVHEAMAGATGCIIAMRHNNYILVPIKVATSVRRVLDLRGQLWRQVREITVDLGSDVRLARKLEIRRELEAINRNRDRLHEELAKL
#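 Activity is normalized to no-enzyme wells (full inhibition) and 1.25 nM enzyme wells (no inhibition). Reaction: 0.5 mM F6P, 0.1 mM ATP, 45 min RT, ADP-Glo luminescence; concentration-response curves fitted and classed by quality.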
# TRPV1 agonist = agonists of human vanilloid receptor 1 (TRPV1); activation, % at 8.33 µM; TRPV1-expressing cells, Fluo-8 calcium influx, agonist mode; 320,000 compounds, 0.19% hits; AID 540275; Q8NER1; in the data active means activation above about 80%; inconclusive means between about 30% and that limit; further: 0% is about no effect
#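 Cells expressing TRPV1 were dye-loaded with Fluo-8 and read kinetically: 10 s baseline, 3 min after compound (agonist portion), then 2 min after EC20 capsaicin (allosteric enhancer portion). Calcium-bound dye fluorescence at 480/520 nm.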
# ELG1 repair inh = ELG1-dependent DNA repair inhibition; Potency, µM (series often up to 46.1 µM), for the others: at the top dose activity change, negative = inhibition, most hits filed as inhibitors; AID 504467; HEK293T ELG1-luciferase reporter, luminescence, 16 h; DNA damage induced by 5-fluorouridine; 330,000 compounds, 2.3% hits; further: potency means the concentration at half of the fitted maximal effect; on the % scale 0 is the no-effect control and ±100 the full control effect; nearly all actives have a fitted effect of over 55% in size
#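 Luminescence from the luciferase reporter, measured 30 min after ONE-Glo reagent at room temperature, was the read-out. Beforehand, 2,000 cells per well were exposed for 16 hr at 37 °C to 5-fluorouridine together with compound or vehicle.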
# RORgamma inh = inhibitors of mouse ROR gamma transcriptional activity; Drosophila S2 Gal4-RORgamma UAS-luciferase reporter, 20 h; 310,000 compounds, 5.4% hits; P51450; Potency, µM (highest dose often 53.6 µM), for the others: at the highest dose activity change, negative = inhibition, actives largely listed as inhibitors; further: potency means the concentration at half of the fitted maximal effect; on the % scale 0 is the no-effect control and ±100 the full control effect; nearly all actives have a fitted effect of over 60% in size
#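 Read-out: Photinus luciferase luminescence; inhibitors lower reporter signal. Insect Schneider cells with Gal4-ROR gamma fusion under metallothionein promoter, UAS reporter; 700 uM final copper sulfate induction, 20 hr, ambient temperature.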
# BRCA1 expr act = BRCA1 expression activation; MCF7-BRCA1-FFLuc reporter, luminescence, 48 h; response scale: scaled: vehicle 0%, 10 µM genistein 100%; Potency, µM (titrated, usually from 46.1 µM), inactives show top-dose activation, most hits filed as activators; 380,000 compounds, 1.1% hits; further: potency means the concentration at half of the fitted maximal effect; nearly all actives have a fitted effect of over 80% in size; some results filed as inactive show a strong effect at the top dose
#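 Reporter cells (MCF7, BRCA1 promoter-firefly luciferase) received library compounds across a concentration series for 48 h. End-point luminescence was measured and concentration-effect curves derived after normalization.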
# Active calls of the source: *; ? = inconclusive; . = not tested or not shown; [ ] = another dose, or the depositor's remark. Unless noted, the call rests on the fitted dose curve; in most records, active means well fitted curve in the direction sought with a large enough effect; inconclusive means small, poorly fitted or top-dose-only effect, or another doubt; inactive means no such curve, though single readings can be large; an effect the other way counts as inactive or inconclusive.
SMILES,ELG1 genotox,Rab9 prom act,VP16 counter,NPC1 promoter act,FLuc counter,p53 reactivation,Tb PFK inh,TRPV1 agonist,ELG1 repair inh,RORgamma inh,BRCA1 expr act
COc1ccc(-n2nnnc2CNC(=O)c2ccc(S(=O)(=O)N3CCOCC3)cc2)cc1,4.0%,-3.2%,.,0.2%,0.4%,3.9%,-0.2%,-0.9,?,.,-0.6%
Oc1ccc(-c2nncn2-c2ccccc2)cc1,-15.3%,-7.9%,-3.3%,2.2%,-0.8%,-1.2%,2.6%,0.1,-9.6%,30.0%,-6.5%
CC(=O)N1CCCC(C(=O)c2ccc3c4c(cccc24)CC3)C1 (centres undefined),3.4%,6.0%,-8.8%,0.6%,?,-3.0%,-1.6%,?,-7.8%,6.8%,48.2%
CCCCNC(=O)N1CCN(C/C=C/c2ccccc2)CC1,-10.6%,-8.2%,8.8%,-2.2%,9.7%,?,-0.8%,-0.5,-12.7%,13.2%,0.9%
O=C(COC(=O)c1ccc(Br)o1)NC1CCCCC1,2.8%,2.2%,?,-0.1%,-19.4%,11.4%,-5.4%,-5.4,11.9%,8.4%,-9.0%
CCOC(=O)N1CCC(=NNC(N)=O)CC1,5.1%,-3.9%,7.4%,-5.0%,-1.7%,0.0%,-1.0%,-3.6,11.8%,-1.6%,1.4%
CCOc1ccc(S(=O)(=O)N2CCN(C(=S)NCc3ccco3)CC2)cc1,0.9%,1.0%,-2.9%,-5.5%,-1.9%,9.6%,-3.2%,4.6,-19.4%,?,-8.5%
COC(=O)C1=C(C(=O)OC)C(c2ccc(OC)c(OC)c2)c2sc(=O)[nH]c2S1 (centres undefined),4.3%,0.4%,26.1%,-0.3%,?,-2.4%,-19.9%,-11.0,-6.9%,-17.9%,-9.5%
COc1ccc2oc(C(=O)OCC(=O)NCc3ccc(OC)c(OC)c3)c(C)c2c1,-6.7%,-0.9%,.,-1.0%,2.8%,-4.8%,20.8%,?,?,.,-20.4%
O=C(C1CCN(S(=O)(=O)c2cccc3cccnc23)CC1)N1CCN(c2ccccc2)CC1,-31.3%[inhibitor],-0.1%,-3.5%,-11.8%,8.9%,-2.1%,-4.4%,4.9,?,32.6%,2.4%
Cc1nc2c(C)cccn2c1/C(O)=C1\C(=O)C(=O)N(CCN(C)C)C1c1ccncc1 (centres undefined),-0.9%,-5.1%,1.8%,-5.7%,-2.1%,12.3%,0.1%,-0.7,0.1%,-34.7%,1.8%
CCOC(=O)C1CCCN(S(=O)(=O)c2ccc(-c3cc(C)no3)s2)C1 (centres undefined),-9.8%,-1.9%,-5.7%,-7.3%,3.1%,-2.3%,-1.5%,?,-15.5%,-9.8%,1.2%
Oc1ccc(C(=S)N2CCCCCC2)cc1,-0.1%,-1.3%,6.1%,-1.0%,-7.7%,-3.7%,-3.1%,-1.4,4.0%,8.2%,20.2%
CC(=O)N1CCc2c(sc(NC(=O)CS(=O)(=O)c3ccc(F)cc3)c2C(N)=O)C1,1.4%,-6.0%,.,7.7%,2.9%,-4.6%,4.1%,-5.5,13.8%,.,-10.9%
CCCN(CCC)S(=O)(=O)c1cccc(C(=O)N=c2sccn2C)c1,-24.5%,.,?,-6.4%,4.2%,-41.5%[inhibitor],6.8%,?,?,43.8%,-22.9%
CCN(CCn1cccn1)C(=O)C1CCC(=O)N(CC2CCCCC2)C1 (centres undefined),-0.3%,-1.1%,-2.4%,2.0%,-0.9%,?,0.2%,7.3,15.8%,-6.9%,8.4%
Cc1nc2ccc(NC(=O)CCS(=O)(=O)c3ccccc3)cc2s1,14.8%,27.8%,?,24.3%,?,?,-0.6%,-3.5,?,-11.1%,?
CC(=O)C(=Cc1ccc(C(=O)O)cc1)C(C)=O,15.1%,3.6%,-13.8%,-0.7%,7.1%,1.2%,-9.1%,-9.0,6.2%,5.8%,-2.0%
CC(C)Cc1csc(NC(=O)C(C)C)c1C(=O)O,-6.2%,0.4%,7.6%,-1.4%,4.2%,-1.3%,-6.2%,-3.9,0.0%,16.2%,-2.5%
COc1cccc(/C=C2\CCCCC2=O)c1,7.5%,3.6%,-0.6%,4.9%,?,15.7%,-1.8%,6.5,?,-19.4%,-0.3%
COC(=O)COc1ccc2cc(-c3ccc(OC)cc3)c(=O)oc2c1,4.1%,0.1%,-3.5%,-3.5%,?,10.8%,-1.2%,-1.6,0.5%,-30.7%,-24.9%
COc1cc(C(=O)NC2=NCCS2)cc(OC)c1OC,-0.8%,3.4%,-6.1%,2.0%,0.5%,-5.9%,-4.7%,-2.3,?,0.0%,-0.2%
CCc1ccccc1NC(=O)N1C2CCCC1CC(NC(C)=O)C2 (centres undefined),-0.5%,-3.5%,1.9%,-3.8%,-1.1%,2.9%,-1.3%,-1.0,-10.2%,-26.5%,-18.7%
CCc1ccc(-c2cc(C(F)(F)F)n3nc(C(=O)Nc4c(C)nn(Cc5ccccc5Cl)c4C)cc3n2)s1,-2.5%,-4.5%,-3.4%,-5.0%,-0.2%,7.1%,0.6%,0.3,-4.8%,11.4%,-44.9%
CCOc1ccc(NC(=O)CN2CCN(S(=O)(=O)c3ccc(Cl)cc3)CC2)cc1,-1.2%,1.5%,-4.8%,-3.3%,-0.6%,0.3%,-2.3%,.,-5.7%,31.0%,-20.3%
COc1ccc(NC(=S)NCCSc2ccc(Cl)cc2)c(OC)c1,-15.6%,-7.9%,-0.4%[0.365 µM],5.9%,1.5%,-14.2%,?,-9.5,0.0%,1.12µM*,-51.9%
CC1CC2(CC(C)(C(=O)CSc3n[nH]c(-c4ccccc4Cl)n3)OC2=O)C(=O)O1 (centres undefined),-4.7%,-2.4%,?,-3.2%,8.6%,-0.4%,-8.9%,9.4,24.2%,10µM*,-41.3%
CC(C)[C@H](NC(=O)N1CCn2c1nc1ccccc12)C(=O)N[C@@H](Cc1ccccc1)C(=O)O,3.7%,-4.2%,-11.4%,-4.0%,-1.1%,12.6%,-4.1%,-0.5,5.4%,-15.5%,2.3%
O=C(CC12CC3CC(CC(C3)C1)C2)N1CCCC1,2.5%,3.5%,-2.0%,-3.0%,0.4%,-0.3%,-0.8%,0.4,3.9%,-14.5%,-1.8%
O=C(O)CCn1c(SCCOc2ccccc2F)nc2ccccc21,0.2%,6.5%,6.0%,-4.6%,?,.,3.6%,2.8,12.7%,37.7%,18.9%
C/C(=N\NC(=O)c1c[nH]c2ccccc12)c1ccc(C)s1,?,?,5.6%,3.16µM*,?,9.4%,-1.7%,-5.9,?,-1.3%,1.6%
CCOc1cc(CNc2ccc(N3CCN(C(C)=O)CC3)cc2)cc(Br)c1OC,1.2%,0.2%,-4.4%,-1.9%,1.6%,-10.0%,0.2%,-0.4,?,?,-52.8%
C[n+]1c2n(c3ccccc31)N=C(c1ccc(Cl)cc1)CS2,-31.9%[inhibitor],-21.8%,-2.6%[0.365 µM],-0.7%,2.9%,1.4%,?,6.1,?,6.6%,-93.1%
COc1ccc(-c2cnn3c4c(c(C)nc23)CCN4C(C)C)cc1OC,?,?,-17.7%,?,?,?,-3.6%,-0.7,?,18.7%,55.7%
CCC(C)[C@H](NC(=O)c1cn(CC)c2cc3c(cc2c1=O)OCO3)C(=O)NCCCn1ccnc1 (some centres undefined),3.4%,0.6%,-2.1%,-2.0%,0.3%,-1.9%,6.7%,-4.1,-2.7%,-0.2%,-6.7%
COc1cc(OC)cc(C(=O)Nc2nnc(NC(=S)Nc3ccccc3)s2)c1,-5.4%,-2.3%,?,-2.0%,-0.8%,-4.0%,6.6%,1.5,-8.7%,0.631µM*,-2.7%
CSCc1ccc(C(=O)NC2CC(C)(C)Cc3c2cnn3-c2ccc(F)cc2)o1 (centres undefined),0.4%[9.26 µM],2.5%,-3.8%,-1.2%,-3.2%,6.2%,0.6%,29.6,-3.5%,?,-15.8%
CCN(CC(=O)NCc1ccc(Cl)cc1)C(=O)c1cccc(S(=O)(=O)Nc2ccc(OC)cc2)c1,-3.9%,-2.2%,.,0.0%,3.0%,-0.6%,15.1%,-1.7,-11.6%,.,-30.8%

# Screens: PubChem, National Center for Advancing Translational Sciences (NCATS)
